Compound activity: PubChem, several laboratories
IDE act – IDE (human) activation, cell-based | 340,000 tested, 0.073% active | activation, % at 5.96 µM | HEK cells, FAbeta-B cleavage, fluorescence polarization; 0% vehicle, 100% cell-free pure enzyme wells | P14735;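 active = activation above the mean of all tested compounds plus 3 SD, set per screening campaign, cut at about 17% in these data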
NALP1 inh – inhibitors of NALP1 inflammasome in yeast | S. cerevisiae NALP1/ASC/caspase-1 growth, X-gal OD620, 72 h | inhibition, % at 10 µM | 280,000 tested, 0.61% active | AID 2071; in the data active = inhibition mostly above about 24%, no sharp cut-off; inactive = mostly below about 32%; note: some compounds called inactive have numbers as strong as hits
VIM-2 inh – inhibitors of Pseudomonas aeruginosa VIM-2 metallo-beta-lactamase; inhibition, % at 5.6 µM; 290,000 tested, 0.89% active; purified VIM-2, nitrocefin hydrolysis, epi-absorbance fluorescence; AID 1527;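 active = inhibition above the mean of all tested compounds plus 3 SD, cutoff set per screening run, cut at about 7.5% in these data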;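 note: red hydrolysis product quenches plate fluorescence so inhibitors raise well fluorescence; 0% = enzyme with DMSO and 100% = DMSO without enzyme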
IDE inh – cellular human IDE inhibition. 320,000 tested, 0.41% active. inhibition, % at 5.59 µM. P14735. HEK cells, FAbetaB cleavage, fluorescence polarization;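 active = percent inhibition above the average of all tested compounds plus 3 SD, set per screening campaign, cut at about 16% in these data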;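 note: IDE supplied by intact live HEK cells; FP after avidin binding of uncleaved biotin substrate so inhibition keeps polarization high; 0% = DMSO wells and 100% = 60 µM reference IDE inhibitor Ii1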
p-CIP stab down – lowers stability of the mouse p/CIP coactivator protein; decrease of EGFP signal, % at 10 µM; 290,000 tested, 0.01% active; Q05BA5; F442A p/CIP-EGFP cells, EGFP fluorescence, 16 h;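 active = EGFP signal decrease of at least 30% at 10 µM or well 3 SD below plate mean, unless failing retest; inactive = the rest, including hits failing retest or dose response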; note: some compounds called inactive have numbers as strong as hits; many of its hits are not listed in these tables
IMP-1 inh – inhibitors of Pseudomonas aeruginosa IMP-1 metallo-beta-lactamase; purified IMP-1, nitrocefin hydrolysis, epi-absorbance fluorescence; inhibition, % at 5.6 µM; 290,000 tested, 0.45% active;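 active = inhibition above the mean plus 3 SD of all compounds in the same screening run, cut at about 4.5% in these data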;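 note: 0% = IMP-1 with DMSO and 100% = DMSO wells lacking enzyme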
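System – purified recombinant IMP-1 beta-lactamase · Input – IMP-1 dispensed at 0.2 nM · Timing – 15 min preincubation plus 25 min reaction at 25 °C · Signal – Epi-absorbance fluorescence, 480 nm excitation, 530 nm emission · Measure – percent IMP-1 inhibition derived from blank-referenced optical density · Controls – Enzyme-plus-DMSO low control, enzyme-free DMSO high control · Replication – singlicate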
PHOSPHO1 inh – inhibitors of human PHOSPHO1 phosphatase. recombinant PHOSPHO1, absorbance phosphatase assay. inhibition, % at 13.3 µM. Q8TCT1. 290,000 tested, 1.1% active; in the data active = inhibition above about 60%
Target sequence (Q8TCT1 whole entry, looked up): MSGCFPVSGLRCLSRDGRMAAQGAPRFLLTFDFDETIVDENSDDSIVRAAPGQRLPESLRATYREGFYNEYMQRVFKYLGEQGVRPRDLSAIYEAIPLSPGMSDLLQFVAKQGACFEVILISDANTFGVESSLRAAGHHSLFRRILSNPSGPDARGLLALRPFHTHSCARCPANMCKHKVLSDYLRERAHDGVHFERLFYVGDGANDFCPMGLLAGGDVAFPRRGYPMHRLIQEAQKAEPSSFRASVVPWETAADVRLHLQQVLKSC
PfM18AAP inh – blocks P. falciparum M18 aspartyl aminopeptidase. 290,000 tested, 1.2% active. AID 1822. recombinant PfM18AAP, H-Glu-NHMec fluorogenic cleavage. inhibition, % at 7.35 µM;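 active = inhibition above the campaign mean inhibition over all tested compounds plus 3 SD, cut at about 28% in these data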;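 note: 0% = plate median of test compound wells and 100% = 2 mM ZnCl2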
GPR7 antagonist – human neuropeptides B/W receptor 1 antagonism; AID 1861; P48145; GPR7-expressing cells, fluorescence antagonist assay; inhibition, % at 4.4 µM; 290,000 tested, 1.1% active; in the data active = inhibition above about 16%, passing the limit was not always enough;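 note: cells stimulated with the agonist NPW; 0% = agonist with vehicle and 100% = vehicle without agonist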
Target sequence (P48145 whole entry, looked up): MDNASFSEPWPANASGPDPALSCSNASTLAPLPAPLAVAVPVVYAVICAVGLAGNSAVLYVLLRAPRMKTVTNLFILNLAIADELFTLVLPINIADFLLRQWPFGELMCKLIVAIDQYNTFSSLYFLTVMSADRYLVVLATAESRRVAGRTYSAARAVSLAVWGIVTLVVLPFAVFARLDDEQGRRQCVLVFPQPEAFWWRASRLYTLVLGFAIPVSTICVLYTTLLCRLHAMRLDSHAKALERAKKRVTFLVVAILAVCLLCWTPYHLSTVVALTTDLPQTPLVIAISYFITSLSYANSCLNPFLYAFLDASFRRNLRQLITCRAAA
Numbers without * were called inactive; · = no result given.

SMILES	IDE act	NALP1 inh	VIM-2 inh	IDE inh	p-CIP stab down	IMP-1 inh	PHOSPHO1 inh	PfM18AAP inh	GPR7 antagonist
COc1ccc(-c2cc(C(F)(F)F)n3nc(C(=O)N(C)Cc4ccccc4)cc3n2)cc1OC	2.0	22.4	-3.4	-2.0	-17.7	-3.0	29.5	-3.1	-14.7
O=C(NC1CCCCCC1)C1c2ccccc2C(=O)N1C1CC1 (centres undefined)	1.0	-15.2	-3.5	3.8	-1.3	-2.7	13.5	2.7	2.9
O=C(Nn1c(=O)[nH]c2ccccc2c1=O)c1ccco1	-2.8	10.8	-2.3	-6.5	-1.7	-4.5	-2.1	-1.0	-10.0
O=C(NC1CCCCC1)c1cc(-c2ccc(Cl)cc2)on1	2.2	5.4	0.4	0.4	-8.5	-2.3	31.0	-13.6	-9.2
N/C(=N\OC(=O)c1ccc2ccccc2c1)c1cccc([N+](=O)[O-])c1	-6.8	8.0	0.0	0.7	-14.1	-2.3	1.7	-6.2	3.2
CC(C)[C@H](NC(=O)Nc1ccc(S(N)(=O)=O)cc1)C(=O)O	-2.0	-2.1	-2.5	-1.2	-9.7	-4.2	-17.8	-5.2	-15.1
CCn1ccnc1CN1CCC(n2nccc2NC(=O)c2ccccc2OC)CC1	0.2	16.4	-1.3	-5.5	-6.4	-1.5	41.4	-4.6	-15.6
Cc1ccsc1C(=O)C1CCCN(Cc2cc(F)ccc2-n2cccn2)C1 (centres undefined)	1.3	-0.5	-1.1	1.1	-2.5	-1.7	41.2	7.5	-4.2
O=C(CN1C(=O)/C(=C\c2cccs2)SC1=S)Nc1cccc(C(=O)O)c1	-5.5	28.5	-2.7	3.6	-17.1	-2.1	-10.4	4.8	-6.0
CN1CCCN(C(=O)CC(c2ccccc2)c2ccccc2)CC1	0.7	12.2	-1.9	-1.0	1.7	-3.7	15.3	-10.4	-10.3
CC(/C=C/c1ccc2c(c1)OCO2)=N/NC(=O)C1COc2ccccc2O1 (centres undefined)	·	13.9	-3.9	1.4	-1.8	-3.7	16.3	-3.5	0.8
O=C(Nc1ccc(CN2CCOCC2)cc1)c1cc2ccccn2n1	-3.3	26.7	-4.6	2.4	-6.2	-3.5	-0.6	-0.8	-6.2
Cc1cc(SCCC(=O)O)nc2ccccc12	-4.2	0.9	-0.3	4.0	-5.3	-1.2	-13.9	29.5*	-5.0
NC(=O)CC(NC(=O)Cc1ccc(Br)cc1)c1ccc(NCCOc2ccccc2)c([N+](=O)[O-])c1 (centres undefined)	2.6	·	·	-0.5	-12.4	·	43.6	·	·
COc1ccc(CNC(=O)c2cccnc2Sc2ccc(Cl)cc2)cc1	-4.4	37.9	-0.7	-2.7	-6.3	-1.9	-0.3	0.3	-4.9
O=C(C[n+]1cccc(Br)c1)c1ccccc1	2.4	9.5	-2.7	0.4	2.4	-2.2	24.1	6.0	-1.7
COCC(=O)N/N=C\c1cccc(OC)c1OC/C=C/c1ccccc1	-2.8	-2.8	-4.5	·	-1.6	-2.1	-29.3	3.0	-19.1
COC(=O)CNC(=O)CN1c2cccc3cccc(c23)S1(=O)=O	2.2	7.8	-1.4	-1.3	-16.3	-1.3	-31.3	0.6	8.8
COc1cc(/C=C(\C#N)C(=O)Nc2ccccc2F)ccc1OCCN1CCOCC1	4.3	12.2	2.2	6.0	-5.1	1.4	37.6	-1.5	6.4
O=C(c1ccccc1[N+](=O)[O-])n1cnc2ccccc21	2.8	5.7	-1.5	2.0	1.4	-3.3	7.7	4.5	-6.2
COCCN(Cc1nc(C2(c3ccc(C)cc3)CCCC2)no1)C(C)C	1.9	2.1	-2.0	-2.4	7.6	-2.4	44.0	3.9	-6.5
Cc1ccc(Oc2cc(N3CCOCC3)nc(-c3ccccc3)n2)cc1	4.4	-12.2	-2.5	1.6	-17.7	-3.4	20.1	-1.1	2.4
O=C1CC(c2cccc([N+](=O)[O-])c2)c2cc3c(cc2N1)CCC3 (centres undefined)	-1.2	1.6	-1.7	1.4	4.1	-2.2	-12.7	1.1	2.1
O=C(CN1CCCCC1)NCC1(c2ccccc2)CCCC1	0.1	-3.8	-4.9	8.4	-2.6	-2.3	-3.4	0.2	-3.4
CC1(C)CC(=O)c2cc(C(=O)NNc3ccccc3)c(=O)n(-c3ccccc3)c2C1	-2.6	-20.8	-1.8	-3.4	-2.3	-1.4	-12.4	3.5	-16.1
More structures.
SMILES	IDE act	NALP1 inh	VIM-2 inh	IDE inh	p-CIP stab down	IMP-1 inh	PHOSPHO1 inh	PfM18AAP inh	GPR7 antagonist
Cc1nnc(SCC(=O)Nc2ccc(N3CCOCC3)cc2)o1	-1.2	37.3	-1.7	-2.1	-2.8	-6.3	63.2*	3.5	-13.2
COC(=O)c1ccc(COc2ccccc2/C=N/NC(N)=O)o1	·	20.7	0.5	2.7	-11.4	-0.5	3.8	-10.6	-5.0
COc1cccc(NC(=O)Cc2ccc3ccccc3c2)c1	3.4	20.0	0.7	1.2	2.5	-1.7	40.8	2.4	-8.3
CCOc1ccc(Cl)cc1S(=O)(=O)n1nnc2ccccc21	5.2	14.6	-2.7	-6.5	3.2	-2.8	-8.3	10.4	-6.7
CC(C)(C)NC(=O)C(c1ccsc1)N(CCc1ccccc1)C(=O)Cn1nnc2ccccc21 (centres undefined)	-0.3	-21.9	-6.4	-1.1	-9.2	-2.0	40.5	0.8	-0.6
c1ccc(-c2cn3nc(-c4ccccc4)cnc3n2)cc1	0.2	27.6	-3.5	-1.5	-2.3	-3.2	15.8	7.3	-8.6
Cc1ccccc1C1C(C#N)=C(N)N(N(C)C)C2=C1C(=O)CC(C)(C)C2 (centres undefined)	0.0	14.2	0.4	-0.1	-6.9	-2.6	1.2	-6.2	-10.4
COc1ccc(C(=O)NC(CC(C)C)C(=O)O)cc1OC (centres undefined)	2.4	21.9	-1.4	1.6	3.1	2.4	15.4	-0.4	2.4
Cc1cccc(C(=O)N2CCCC(N3CCN(c4ccc(F)cc4)CC3)C2)n1 (centres undefined)	-6.2	4.9	-0.9	0.8	-13.3	-1.9	27.3	5.9	-0.6
COc1ccc(CN(C(=O)/C=C/c2ccco2)C2CCS(=O)(=O)C2)cc1OC (centres undefined)	-1.9	0.9	-2.1	9.4	-1.7	-3.9	-20.1	-5.9	-5.9
CCn1cc([N+](=O)[O-])c(C(=O)NCc2ccc3c(c2)OCO3)n1	1.0	10.7	-1.1	-0.3	-9.6	-2.6	2.1	-0.3	2.7
COCCCNC(=O)c1ccc(-n2nc(C(F)(F)F)cc2-c2cccs2)cc1	4.2	-24.2	-6.7	1.8	-19.4	-1.5	5.5	-10.0	7.2
CC(C)c1ccc(/C=C2\SC(=O)N(CC(=O)NC3C=CS(=O)(=O)C3)C2=O)cc1 (centres undefined)	3.9	27.8	-0.6	1.9	-15.3	-1.3	39.5	4.4	-7.3
C=CCn1c(N)c(C(=O)NCc2cccnc2)sc1=S	-1.4	-11.3	-0.6	2.1	-6.2	-4.9	5.1	-1.9	-13.0
COC(=O)CSc1nnc(-c2sc3ccccc3c2Cl)o1	-2.5	-14.5	-0.2	2.2	1.5	-3.4	32.7	-7.0	13.2
O=C(Nc1ccccc1C(=O)NCCN1CCOCC1)c1ccc(Cl)cc1Cl	1.3	9.9	-1.1	-1.9	-8.7	-3.0	13.1	-14.1	-0.6
CNc1nc(Oc2ccccc2C(=O)OC)nc(SC)n1	2.1	25.8	0.4	2.4	-8.3	-3.4	18.0	-14.9	10.6
CC1CCN(C(=O)c2[nH]cnc2C(=O)N[C@@H](Cc2ccccc2)C(=O)OC(C)(C)C)CC1	4.9	-9.5	-2.0	-0.1	-0.2	-2.5	-24.2	-11.2	3.1
COc1cccc(NC(=O)CSc2nc3ccccc3c(=O)n2C)c1	-1.5	18.4	-1.1	5.3	-14.4	-2.5	13.9	-8.9	-12.7
O=C(COC(=O)c1ccc2ccccc2n1)Nc1ncc(C(F)(F)F)cc1Cl	-4.2	-25.6	-0.9	4.7	0.0	-1.6	-11.5	0.8	-7.4
Cn1c(=N)n(CC(O)c2ccccc2)c2ccccc21 (centres undefined)	-4.8	6.2	-1.8	6.4	7.3	-2.0	7.8	-5.1	1.9
CCSc1nnc2n(N)c(=O)c3ccccc3n12	·	1.4	-0.7	·	-12.7	-1.6	-39.4	5.8	-23.3
COc1cc(O)c(C(CC(=O)N2CCCC2)c2cc(OC)c(OC)c(OC)c2)c(OC)c1 (centres undefined)	-0.4	-2.7	·	-1.7	-7.0	·	8.5	·	·
O=S(=O)(CCOc1ccccc1)c1nc2ccccc2[nH]1	2.1	13.0	-7.3	-1.4	-5.1	-3.4	10.5	-45.9	10.6
O=C(CCC(=O)N1CCOc2ccccc21)NCCCc1ccccc1	1.7	14.4	-1.1	1.1	-0.6	-1.3	15.1	-1.7	-0.1
(further entries)
SMILES	IDE act	NALP1 inh	VIM-2 inh	IDE inh	p-CIP stab down	IMP-1 inh	PHOSPHO1 inh	PfM18AAP inh	GPR7 antagonist
CC(=O)N1c2ccc(S(=O)(=O)NCC3CCC(C(=O)Nc4cc(C)ccn4)CC3)cc2CC1C (centres undefined)	0.1	15.8	-0.5	-4.1	-18.0	-2.1	22.2	-9.0	-14.7
COc1ccccc1C(=O)N1CCN(c2ccccn2)CC1	1.6	-7.9	-3.1	2.0	-2.1	-6.9	-32.1	2.6	4.6
CCOC(=O)c1ccc(NC(=O)c2ccc(CN3CCOCC3)cc2)cc1	0.7	41.2	-1.0	12.1	4.8	-5.7	-31.1	-3.0	4.8
Cc1cccc(OP(=O)(Nc2c(C)n(C)n(-c3ccccc3)c2=O)Oc2cccc(C)c2)c1	2.3	26.0	-5.4	-3.6	-8.6	-4.3	-2.4	1.6	10.1
CN1CCN(c2ncc3c(n2)CC(c2ccccc2F)CC3=O)CC1 (centres undefined)	-0.9	·	0.0	-1.1	-1.2	-0.1	13.9	-11.1	9.5
O=C(c1ccccc1F)N1CCN=C1c1ccccc1	2.3	-4.4	-2.2	0.5	-2.5	-3.0	21.5	4.3	-4.7

Among those listed so far, four contain two or more sulfur atoms:
SMILES	IDE act	NALP1 inh	VIM-2 inh	IDE inh	p-CIP stab down	IMP-1 inh	PHOSPHO1 inh	PfM18AAP inh	GPR7 antagonist
O=C(CN1C(=O)/C(=C\c2cccs2)SC1=S)Nc1cccc(C(=O)O)c1	-5.5	28.5	-2.7	3.6	-17.1	-2.1	-10.4	4.8	-6.0
CC(C)c1ccc(/C=C2\SC(=O)N(CC(=O)NC3C=CS(=O)(=O)C3)C2=O)cc1 (centres undefined)	3.9	27.8	-0.6	1.9	-15.3	-1.3	39.5	4.4	-7.3
C=CCn1c(N)c(C(=O)NCc2cccnc2)sc1=S	-1.4	-11.3	-0.6	2.1	-6.2	-4.9	5.1	-1.9	-13.0
COC(=O)CSc1nnc(-c2sc3ccccc3c2Cl)o1	-2.5	-14.5	-0.2	2.2	1.5	-3.4	32.7	-7.0	13.2

Record cards, as listed above. Screens in order: IDE act, NALP1 inh, VIM-2 inh, IDE inh, p-CIP stab down, IMP-1 inh, PHOSPHO1 inh, PfM18AAP inh, GPR7 antagonist
Record of `COc1ccccc1C(=O)N1CCN(c2ccccn2)CC1` → 1.6, -7.9, -3.1, 2.0, -2.1, -6.9, -32.1, 2.6, 4.6
Record of `Cc1cccc(OP(=O)(Nc2c(C)n(C)n(-c3ccccc3)c2=O)Oc2cccc(C)c2)c1` → 2.3, 26.0, -5.4, -3.6, -8.6, -4.3, -2.4, 1.6, 10.1

The order is random; overall some 5.3% were active at least once.
